High-throughput results deposited in PubChem BioAssay by several laboratories.
CAL PDZ FP-1: blocks peptide binding to the human CAL PDZ domain; purified CAL PDZ, TMR-peptide fluorescence polarization, 1 h; inhibition, % at 24.9 µM; AID 602252; 0.92% of 300,000 active; Q9HD26;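 active means mean inhibition of at least 30% with at least half of replicates also reaching 30%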;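 further: 0% = DMSO neutral control and 100% = excess unlabeled competitor peptide PRC23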
RTF Ca sens act: increases calcium sensitivity of human cardiac regulated thin filaments; IANBD-labeled TnC RTF fluorescence at EC20 calcium; 0% EC20 calcium, 100% full calcium; activation, % at 7.2 µM; 0.24% of 340,000 active;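 active means activation above the mean over all tested compounds plus 3 SD, cut at about 30% in these data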;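 further: rise in fluorescence read as greater calcium sensitivity of cardiac thin filaments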
MITF TRPM1 HTS: MITF TRPM1 promoter activation in melanoma cells. activation, % at 12.5 µM. 0.75% of 300,000 active. SK-MEL-5 TRPM1-promoter luciferase, 24 h; % of positive control, neutral wells = 0. AID 588334;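 active means mean activation of at least 80% with every replicate also reaching 80%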;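 further: 0% = neutral control wells and 100% = parthenolide positive control wells; values of inactives mirror those of a sister screen read the other way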
Rtt109 Vps75: inhibitors of Candida albicans Rtt109/Vps75 histone acetyltransferase; Q5AAJ8; purified Rtt109/Vps75, ThioGlo CoA-SH fluorescence, 4 h; inhibition, % at 34.9 µM; 0.16% of 330,000 active;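 active means inhibition of at least 50% in every replicate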
Tat export inh: E. coli Tat transport inhibition | E. coli MC4100 TorA-mCherry Tat export, fluorescence | inhibition, % at 10 µM | 0.036% of 340,000 active;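 active means mean replicate inhibition at least 50% and at least half of replicates individually reaching 50%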;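 further: exported cargo escapes ClpAP degradation while cytoplasmic cargo is degraded and loses fluorescence; 0% = median of neutral control wells and 100% = median of NaSCN control wells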
dFosB activator: activators of mouse delta FosB homodimer; P13346; purified delta FosB, TAMRA-CDK5 oligo fluorescence polarization; percent of positive-control signal above neutral wells; activation, % at 25 µM; 0.99% of 340,000 active; AID 493131;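 active means mean activation above about 17%, with every replicate also reaching it, limit read from the data, passing the limit was not always enough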;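 further: fluorescence polarization rise as delta FosB binds a TAMRA Cdk5 AP-1 oligo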
Target sequence (P13346 whole entry, looked up): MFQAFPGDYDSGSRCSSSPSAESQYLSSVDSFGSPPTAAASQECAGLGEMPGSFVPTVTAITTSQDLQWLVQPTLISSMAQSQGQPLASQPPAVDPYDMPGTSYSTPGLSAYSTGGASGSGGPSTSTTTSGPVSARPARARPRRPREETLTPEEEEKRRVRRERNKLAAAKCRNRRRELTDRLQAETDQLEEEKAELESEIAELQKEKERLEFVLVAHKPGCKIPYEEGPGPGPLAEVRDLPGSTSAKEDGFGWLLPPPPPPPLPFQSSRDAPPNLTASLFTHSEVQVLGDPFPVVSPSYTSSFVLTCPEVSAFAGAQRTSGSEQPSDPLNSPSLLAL
CDK5 inh: blocks human CDK5/p35 kinase activity; 0.01% of 330,000 active; inhibition, % at 10 µM; Recombinant CDK5/p35, ADP-Glo luminescence, 60 min;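 active means highest replicate inhibition of at least 50% and at least 75% of replicates reaching 50%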;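 further: plate controls were DMSO neutral control for no effect and GW8510 at 10 µM for full effect; many of its hits are not listed in these tables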
Target sequence (Q00535 whole entry, looked up): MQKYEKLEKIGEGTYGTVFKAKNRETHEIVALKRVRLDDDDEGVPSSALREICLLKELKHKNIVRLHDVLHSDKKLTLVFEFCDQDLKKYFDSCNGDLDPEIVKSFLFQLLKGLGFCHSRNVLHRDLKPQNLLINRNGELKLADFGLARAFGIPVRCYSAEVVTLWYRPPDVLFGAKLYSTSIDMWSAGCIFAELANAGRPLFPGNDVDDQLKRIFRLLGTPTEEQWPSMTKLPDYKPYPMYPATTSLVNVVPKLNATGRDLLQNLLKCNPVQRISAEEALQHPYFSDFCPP
Target sequence (Q15078 whole entry, looked up): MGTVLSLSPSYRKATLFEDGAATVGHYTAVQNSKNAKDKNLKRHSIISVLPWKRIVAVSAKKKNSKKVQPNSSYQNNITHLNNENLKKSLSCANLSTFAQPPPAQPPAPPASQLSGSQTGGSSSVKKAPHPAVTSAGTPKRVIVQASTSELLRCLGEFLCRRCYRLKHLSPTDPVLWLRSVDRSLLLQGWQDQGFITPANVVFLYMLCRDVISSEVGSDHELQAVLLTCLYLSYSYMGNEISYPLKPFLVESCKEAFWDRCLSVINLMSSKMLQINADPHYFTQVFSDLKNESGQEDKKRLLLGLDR
V-ATPase pHluor: regulators of yeast V-ATPase proton transport; 0.37% of 350,000 active; response, % at 10 µM; AID 504577; S. cerevisiae, pHLuorin cytosolic pH fluorescence; in the data active means response mostly above about 7.3%, no sharp cut-off; inactive means mostly below about 5.4%; further: actives read high; inactives centre near 0; some compounds called inactive have numbers as strong as hits
Wnt act: activators of Wnt/beta-catenin signaling | 1.2% of 300,000 active | AID 743398 | Wnt/beta-catenin reporter cell assay, activator, plate reader | activation, % at 9.35 µM; in the data active means activation above about 30%, passing the limit was not always enough;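 further: 0% = neutral control wells and 100% = positive control wells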
CAL PDZ FP-2: human CAL PDZ-peptide interaction inhibition | purified CAL PDZ, TMR-peptide fluorescence polarization, 1 h | AID 504414 | inhibition, % at 20 µM | 0.02% of 330,000 active;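 active means highest replicate inhibition of at least 40%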;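 further: plate controls were DMSO neutral control wells for no effect and unlabeled competitor peptide control wells for full effect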
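Test system: tagged CAL PDZ domain / Buffer or medium: sodium phosphate/NaCl buffer pH 7.4 with TCEP, IgG, Thesit / Reagent: TMR-labelled reporter peptide T*-PRC34 bound in PDZ groove / Compound dosing: single point, 20 µM / Schedule: 1 h incubation at room temperature before polarization reading / Technique: fluorescence polarization (mP) / Benchmarks: unlabelled peptide, DMSO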
* hit, by the source's call; i = inactive; . = not tested or not shown.

SMILES | CAL PDZ FP-1 | RTF Ca sens act | MITF TRPM1 HTS | Rtt109 Vps75 | Tat export inh | dFosB activator | CDK5 inh | V-ATPase pHluor | Wnt act | CAL PDZ FP-2
CC(C)(C)OC(=O)N1CCC(NC(=O)c2[nH]cnc2C(=O)Nc2ccccc2)CC1 | -3 | -11 | 2 | 8 | -2 | -4 | -2.4 | 2 | -2 | -0.2
CNC(=O)/C(C#N)=C/c1ccc(-c2ccc(Cl)cc2)o1 | 2 | 7 | 26 | -2 | 5 | 50* | -2.9 | 2 | 7 | .
CSCCC(NC(N)=O)C(=O)Nc1ccc(C)cc1 (stereo unspecified) | -3 | 0 | 16 | -18 | -4 | -9 | -1.6 | 0 | 2 | 0.6
COC(=O)c1c[nH]n2c(=O)c(Cc3ccc(F)cc3Cl)c(C)nc12 | . | 4 | -7 | -24 | -13 | 1 | 0.4 | 2 | -4 | -1.0
NC(=O)C1C(=O)c2ccccc2C1(C[N+](=O)[O-])c1ccccc1 (stereo unspecified) | . | -2 | -16 | 7 | -4 | -6 | -10 | 2 | 1 | 0.0
COc1cc(NC(=O)CN2CCN(c3ccccn3)CC2)cc(OC)c1OC | 1 | -2 | -1 | . | -3 | 2 | 4.5 | 4 | 1 | -3.0
CCC(C)NC(=O)CSc1n[nH]c(-c2cc(Cl)ccc2OC)n1 (stereo unspecified) | 0 | 2 | -19 | -5 | -10 | -1 | -4.1 | 1 | 5 | 0.3
COc1ccc2nc(NCCCNC(=O)c3cc(OC)c(OC)c(OC)c3)c(C#N)cc2c1 | -2 | 2 | . | i | -7 | -6 | -2.0 | -2 | -3 | -0.3
COc1ccc(CCNC2CC(=O)N(CCc3ccccc3)C2=O)cc1 (stereo unspecified) | -3 | 1 | -4 | . | -13 | -6 | -2.9 | 1 | -3 | -3.1
CC1COCC(C)N1C1=C(Cl)C(=O)c2ccccc2C1=O (stereo unspecified) | 0 | -4 | -96 | 0 | -6 | -3 | -1.1 | 0 | -4 | 1.7
Cc1ccc(S(=O)(=O)CNC(=S)c2cccc(C)c2)cc1 | . | -6 | -11 | 20 | 6 | 1 | -1.4 | -4 | . | -0.1
CCCN(CCC)c1ncnc2nc[nH]c12 | -3 | 7 | . | -5 | 8 | -4 | 13 | 6 | -3 | 0.3
Cc1noc(NS(=O)(=O)c2ccc(NC(=O)CCC3CCCCC3)cc2)c1C | -2 | -4 | . | 0 | -8 | -7 | 0.7 | -2 | . | .
CC(=O)Nc1ccc(NC(=O)c2cc([N+](=O)[O-])cc([N+](=O)[O-])c2)cc1 | . | 1 | -22 | 3 | 3 | 3 | -1.3 | 3 | -1 | 0.5
N#CC[C@H](Cc1ccccc1)N1CC[C@@H](O)CCC1=O | -8 | 4 | 6 | -1 | 8 | 3 | 0.2 | -3 | 2 | -0.2
CC(C)c1nc2oc3c(N(C)CCO)ncnc3c2c2c1CCC2 | . | 3 | 2 | -3 | 2 | -21 | 0.5 | 1 | 3 | -3.4
CCOC(=O)COc1nc(-c2ccc(C)cc2)cc(-c2ccco2)c1C#N | -2 | 4 | . | -1 | 1 | -13 | 0.4 | 0 | -1 | -1.3
CCc1ccc(C2CC(c3ccc(Cl)cc3)=NNC2=O)cc1 (stereo unspecified) | 0 | 3 | -1 | 5 | 1 | -2 | -1.7 | 1 | -1 | -0.7
O=C(NC1CCSc2ccccc21)c1cc([N+](=O)[O-])ccc1N1CCOCC1 (stereo unspecified) | 0 | -4 | 4 | 5 | 1 | -6 | 2.9 | -2 | 6 | -2.0
COc1cccc(CNC(=O)COC(=O)c2cccc(S(=O)(=O)N3CCCC3)c2)c1 | -4 | 4 | -3 | 0 | 2 | 0 | 0.0 | 1 | -5 | -0.6
CCOc1ccc(/C=N/NC(=O)C(C)Sc2ccccn2)cc1OCC (stereo unspecified) | -1 | 0 | 0 | 14 | 3 | -10 | -0.7 | -1 | -1 | -1.5
CCCCNc1cccc2c1S(=O)(=O)N(CCCC)CC(COCc1ccccc1)O2 (stereo unspecified) | 1 | 2 | -4 | 0 | -3 | -7 | 0.5 | 2 | -9 | 0.7
COc1ccc(/C=N/NC(=O)c2cc3c(ccc4ccccc43)o2)cc1OC | -2 | 10 | 7 | -5 | -4 | 77* | 1.1 | 3 | 2 | -1.6
O=C(N=C1SC2CS(=O)(=O)CC2N1c1ccccc1)C1CCCCC1 (stereo unspecified) | 15 | -3 | -2 | 0 | -3 | 2 | -0.4 | -2 | 0 | -2.1
Cc1nc(-c2ccc(Cl)cc2)sc1C1(C)CC(c2ccc(F)cc2)=NO1 (stereo unspecified) | -3 | 1 | 22 | -10 | -4 | -6 | 0.4 | 1 | 5 | 1.2
O=C(O)CC(CC(=O)NCC(O)c1ccccc1)c1ccccc1 (stereo unspecified) | 1 | 3 | 3 | -2 | 1 | -1 | 0.1 | 1 | 1 | 0.3
C=CCNc1nc(C)nc(OC)n1 | 0 | -3 | 0 | -2 | -2 | -1 | -0.3 | 2 | 4 | -1.2
Clc1ccc(-c2ccn[nH]2)cc1 | . | 1 | 6 | -8 | 2 | 3 | -4.7 | -1 | 11 | 0.3
O=C(N/N=C/c1cccnc1)c1cc(O)c(O)c(O)c1 | -3 | 0 | -9 | -5 | 3 | -2 | 0.7 | 2 | -3 | -6.1
COc1ccc(N=C2NC(=O)C(CO)(CO)S2)cc1 | 1 | -1 | -2 | 7 | 6 | -2 | 0.6 | -2 | 0 | -4.8
COc1ccc(OS(=O)(=O)c2ccc(N3C(=O)CCC3=O)cc2)cc1 | 2 | 1 | 0 | 4 | -4 | -1 | 0.0 | 1 | -1 | -2.8
Cc1cccc(N2C(=O)CSC2c2cccnc2)c1 (stereo unspecified) | -3 | 4 | 2 | 4 | 3 | 3 | 1.0 | 0 | -4 | -2.7
CC(C)CN1CCC(=O)N([C@H](CSc2ccc(Br)cc2)c2ccccc2)CC1 | 0 | -9 | 11 | 3 | -16 | 2 | 0.4 | -2 | 6 | 0.9
Cc1ccc(NC(=O)CN(C)C(=O)COc2cccc3ccc(C)nc23)cc1 | 71* | 4 | . | -5 | -6 | -3 | 0.4 | 1 | 1 | -0.3
Cc1nc(C(C)(C)O)n(-c2ccccc2)n1 | 1 | 1 | 1 | 1 | 1 | -1 | -1.8 | -1 | . | -0.7
COc1ccc(C(C)=O)cc1COC(=O)c1ccc(N)c([N+](=O)[O-])c1 | 0 | 1 | 2 | -1 | 3 | -6 | -1.8 | 1 | 1 | -3.1
CCC(=O)NNc1cccc(Cl)n1 | . | -3 | -4 | -8 | 3 | 3 | 1.8 | -2 | . | 0.2
CCC(C)(C)n1nnnc1C(C(C)C)N1CCSCC1 (stereo unspecified) | 1 | -2 | 8 | -5 | -3 | -5 | -4.7 | . | -5 | -1.9
CC1CCCC(C)N1CCNC(=O)C1CCN(S(=O)(=O)N2CCCCC2)CC1 (stereo unspecified) | -4 | 4 | -3 | -3 | -11 | -8 | -2.9 | -2 | . | -2.4
CC1Cc2nc(SCC(=O)NCC3CCCO3)n(C)c(=O)c2S1 (stereo unspecified) | -3 | -1 | 8 | -40 | 4 | 1 | 0.0 | 0 | -1 | 0.7

Two entries from above, with each value named:
canonical_smiles: CC(C)CN1CCC(=O)N([C@H](CSc2ccc(Br)cc2)c2ccccc2)CC1
  CAL PDZ FP-1: 0	RTF Ca sens act: -9	MITF TRPM1 HTS: 11	Rtt109 Vps75: 3	Tat export inh: -16	dFosB activator: 2	CDK5 inh: 0.4	V-ATPase pHluor: -2	Wnt act: 6	CAL PDZ FP-2: 0.9
canonical_smiles: Cc1ccc(NC(=O)CN(C)C(=O)COc2cccc3ccc(C)nc23)cc1
  CAL PDZ FP-1: 71*	RTF Ca sens act: 4	MITF TRPM1 HTS: .	Rtt109 Vps75: -5	Tat export inh: -6	dFosB activator: -3	CDK5 inh: 0.4	V-ATPase pHluor: 1	Wnt act: 1	CAL PDZ FP-2: -0.3

Later entries
SMILES | CAL PDZ FP-1 | RTF Ca sens act | MITF TRPM1 HTS | Rtt109 Vps75 | Tat export inh | dFosB activator | CDK5 inh | V-ATPase pHluor | Wnt act | CAL PDZ FP-2
CN(C)c1ccc(NC(=S)NC(=O)/C=C/c2ccco2)cc1 | -2 | 0 | 12 | -3 | 2 | -8 | 0.1 | -1 | 4 | -1.1
CCOC(=O)C1CCN(C(=O)c2cc3cc4cc(OC)ccc4nc3o2)CC1 | -2 | -9 | 34 | -5 | 5 | -28 | -0.5 | 2 | . | -2.1
CCOC(=O)C1CCN(C(=S)NC2CCCC2)CC1 | 2 | 2 | 3 | 0 | -1 | -2 | -0.3 | 1 | -1 | -2.8
CCCCNc1c(-c2ccc(-c3ccc(C(C)=O)cc3)c(OC)c2)nc2cc(C)ccn12 | 0 | 0 | 44 | 3 | -6 | -7 | -0.1 | 6 | 2 | -1.1
CN=C1S/C(=C\c2cc(C)n(-c3ccccc3F)c2C)C(=O)N1C | . | 1 | 16 | -6 | 4 | -7 | 0.2 | -3 | . | -2.2
O=C(CCCC(=O)Nc1ccc(Br)cc1)N/N=C/c1ccccc1 | -1 | 0 | 5 | -7 | -2 | -6 | 0.5 | 4 | 28 | -2.6
Cc1nnc(SCC(=O)NC2CCCCC2C)s1 (stereo unspecified) | -1 | 4 | -13 | -2 | -3 | 1 | 1.9 | 0 | -6 | -0.8
Cc1nn(C)c(Cl)c1CN1CCCC(CO)(Cc2ccccc2)C1 (stereo unspecified) | . | 8 | -8 | 1 | 4 | -4 | -0.6 | 1 | -1 | -0.1
Cc1ccnc(NC(=O)c2cc(F)c(F)cc2Cl)n1 | -2 | -6 | -9 | 0 | -3 | 1 | -1.0 | -2 | 1 | -1.3
CCOc1cc(Br)cc(/C=C2\SC(=Nc3ccccc3)NC2=O)c1O | . | -2 | -4 | 2 | -10 | -13 | 0.2 | 1 | -1 | -0.9
Cn1c(=O)c2c(nc(NCCCO)n2CCc2ccccc2)n(C)c1=O | -2 | -3 | 0 | 1 | -2 | -1 | -0.8 | 0 | -7 | -0.1

In the list so far, these have a furan ring, fused or not.
SMILES | CAL PDZ FP-1 | RTF Ca sens act | MITF TRPM1 HTS | Rtt109 Vps75 | Tat export inh | dFosB activator | CDK5 inh | V-ATPase pHluor | Wnt act | CAL PDZ FP-2
CNC(=O)/C(C#N)=C/c1ccc(-c2ccc(Cl)cc2)o1 | 2 | 7 | 26 | -2 | 5 | 50* | -2.9 | 2 | 7 | .
CC(C)c1nc2oc3c(N(C)CCO)ncnc3c2c2c1CCC2 | . | 3 | 2 | -3 | 2 | -21 | 0.5 | 1 | 3 | -3.4
CCOC(=O)COc1nc(-c2ccc(C)cc2)cc(-c2ccco2)c1C#N | -2 | 4 | . | -1 | 1 | -13 | 0.4 | 0 | -1 | -1.3
COc1ccc(/C=N/NC(=O)c2cc3c(ccc4ccccc43)o2)cc1OC | -2 | 10 | 7 | -5 | -4 | 77* | 1.1 | 3 | 2 | -1.6
CN(C)c1ccc(NC(=S)NC(=O)/C=C/c2ccco2)cc1 | -2 | 0 | 12 | -3 | 2 | -8 | 0.1 | -1 | 4 | -1.1
CCOC(=O)C1CCN(C(=O)c2cc3cc4cc(OC)ccc4nc3o2)CC1 | -2 | -9 | 34 | -5 | 5 | -28 | -0.5 | 2 | . | -2.1
